ALDH1A1 inh = qHTS Assay for Inhibitors of Aldehyde Dehydrogenase 1 (ALDH1A1) | Purified ALDH1A1, NADH fluorescence, propionaldehyde substrate | Aldehyde dehydrogenase 1A1 (Homo sapiens), P00352 | 220,000 compounds, 7.3% hits | Potency, µM (titrated, usually from 75.3 µM), for inactives: top-dose activity, negative = inhibition, most hits filed as inhibitors | AID 1030, 2008; active means well fitted inhibition curve with a large enough effect, not every such curve was filed as active; inconclusive means small, poorly fitted or top-dose-only effect, or another doubt; inactive means no such curve, though single readings can be large or run the other way;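 further: plate controls were no enzyme wells and a reference inhibitor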
Target sequence (P00352 whole entry, looked up): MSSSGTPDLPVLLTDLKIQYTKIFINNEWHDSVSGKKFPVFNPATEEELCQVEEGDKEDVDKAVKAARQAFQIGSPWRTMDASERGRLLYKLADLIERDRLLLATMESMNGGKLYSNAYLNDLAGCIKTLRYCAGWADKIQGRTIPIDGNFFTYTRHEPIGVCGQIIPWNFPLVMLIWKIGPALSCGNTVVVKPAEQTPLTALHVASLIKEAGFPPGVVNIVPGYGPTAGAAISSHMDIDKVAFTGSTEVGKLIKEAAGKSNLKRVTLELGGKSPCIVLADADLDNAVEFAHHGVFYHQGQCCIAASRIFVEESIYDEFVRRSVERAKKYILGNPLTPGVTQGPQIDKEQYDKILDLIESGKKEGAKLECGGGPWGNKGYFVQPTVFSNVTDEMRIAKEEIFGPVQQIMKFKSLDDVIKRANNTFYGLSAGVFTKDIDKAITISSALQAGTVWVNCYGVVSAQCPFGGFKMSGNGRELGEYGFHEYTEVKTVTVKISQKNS
SMN2 splice enh = qHTS Assay for Enhancers of SMN2 Splice Variant Expression; HEK293 SMN2-luciferase splicing reporter, luminescence, 30-36 h; Potency, µM (titrated, usually from 46.1 µM), without a hit: top-dose activity change, positive = activation, most hits filed as activators; 210,000 compounds, 2.8% hits; further: % of control where 0% means no effect; nearly all actives have a fitted effect of over 55% in size
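HEK293 cells carry an SMN2 minigene-luciferase reporter in which exon 7 inclusion puts luciferase in frame. Cells were seeded at 2000 cells/well, attached for 10-12 hours, then exposed to compounds for 30-36 hours at 37C before ONE-Glo luminescence.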
Tau ThT inhib = qHTS for Inhibitors of Tau Fibril Formation, Thioflavin T Binding; Microtubule-associated protein tau (Homo sapiens), P10636; recombinant tau K18 P301L, heparin-induced fibrillization, ThT fluorescence; Potency, µM (top dose mostly 57.4 µM), inactives show top-dose activity, negative = inhibition, hits mostly inhibitors; 270,000 compounds, 2.1% hits; AID 1460, 2008; further: on the % scale 0 is the no-effect control and ±100 the full control effect; nearly all actives have a fitted effect of over 55% in size
Target sequence (P10636 561-689 P618L limits assumed): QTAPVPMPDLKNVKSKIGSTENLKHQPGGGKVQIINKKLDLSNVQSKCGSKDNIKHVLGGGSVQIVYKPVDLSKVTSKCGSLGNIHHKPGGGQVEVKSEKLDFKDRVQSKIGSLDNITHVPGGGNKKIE
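Heparin-induced fibrillization of the P301L-mutant K18 repeat-domain fragment of human tau was followed by ThT binding in quantitative high-throughput format.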
Tau fluor cs = Counterscreen qHTS for Inhibitors of Tau Fibril Formation, Fluorescence Polarization; tau K18 P301L (four-repeat tau fragment) Alexa594 fluorescence, heparin fibrillization; Potency, µM (top dose mostly 57.7 µM), inactives show top-dose activity change, negative = decrease; 280,000 compounds, 0.93% hits; AID 1463, 2008; further: on the % scale 0 is the no-effect control and ±100 the full control effect; nearly all actives have a fitted effect of over 55% in size
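Human K18 P301L tau (15 uM unlabeled plus 0.24 uM Alexa 594-labeled, final) in 100 mM sodium acetate pH 7 was mixed with compound and 20 uM heparin and incubated 6 hr at 37 C.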
HttQ103 aggreg = qHTS Multiplex Assay to Identify Dual Action Probes in a Cell Model of Huntington: Aggregate Formation (GFP); PC12 HttQ103-GFP aggregates, Acumen cytometry, 40 h; Potency, µM (titrated, usually from 46.1 µM), inactives show top-dose activity change, negative = inhibition, most hits filed as inhibitors; 220,000 compounds, 1.1% hits; AID 1688, 2009; further: on the % scale 0 is the no-effect control and ±100 the full control effect; nearly all actives have a fitted effect of over 60% in size
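Inducible Q103 Huntingtin exon 1–GFP PC12 line, 1500 cells/well in phenol red free DMEM with 5% equine and 5% calf serum. Tebufenozide 100 nM induced expression; compounds titrated; aggregates quantified by cytometry.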
HTT cytoprotect = qHTS Multiplex Assay to Identify Dual Action Probes in a Cell Model of Huntington: Cytoprotection (ATP) | 230,000 compounds, 0.14% hits | Potency, µM (doses to about 56.4 µM), inactives show cytoprotection (ATP increase), most hits filed as activators | PC12 HTT-Q103 induced, cytoprotection, ATP luminescence, 40 h | AID 1471, 2008;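 further: % of control where 0% means no effect; nearly all actives have a fitted effect of over 45% in size; toxic huntingtin expression switched on by the ecdysone agonist tebufenozide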
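Cells were plated at 1500 per well in phenol red-free DMEM with 5% equine and 5% calf serum. Tebufenozide (100 nM final) and compounds were added, then ATPlite reagent, and luminescence was read.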
Tau fibril FP = qHTS for Inhibitors of Tau Fibril Formation, Fluorescence Polarization; K18 P301L tau heparin fibrillization, Alexa594 FP, 6 h; 280,000 compounds, 0.39% hits; Potency, µM (doses to about 57.7 µM), without a hit: top-dose activity, negative = inhibition, usual class: inhibitors; further: on the % scale 0 is the no-effect control and ±100 the full control effect; nearly all actives have a fitted effect of over 55% in size
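K18 P301L tau (15 uM unlabeled/0.24 uM Alexa 594-labeled, final) + compound + heparin 20 uM final; 100 mM NaOAc pH 7; 6 hr 37 C; ThT 30 uM final added, 1 hr RT; FP ex 555/em 632 nm.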
KDM4E inh = qHTS Assay for Inhibitors of Human Jumonji Domain Containing 2E (JMJD2E). Lysine-specific demethylase 4E (Homo sapiens), B2RXH2. JMJD2E catalytic domain, FDH-coupled NADH fluorescence (FDH is formaldehyde dehydrogenase). Potency, µM (series often up to 57.1 µM), inactives show top-dose activity change, negative = inhibition, actives largely listed as inhibitors. 230,000 compounds, 1.6% hits. AID 2147, 2009; active means well fitted inhibition curve with a large enough effect, not every such curve was filed as active; inconclusive means small, poorly fitted or top-dose-only effect, or another doubt; inactive means no such curve, though single readings can be large or run the other way;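 further: 0% = wells with enzyme and -100% = buffer wells without enzyme; nearly all actives have a fitted effect of over 50% in size; many of its hits are not listed in these tables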
Target sequence (B2RXH2 1-337 limits assumed): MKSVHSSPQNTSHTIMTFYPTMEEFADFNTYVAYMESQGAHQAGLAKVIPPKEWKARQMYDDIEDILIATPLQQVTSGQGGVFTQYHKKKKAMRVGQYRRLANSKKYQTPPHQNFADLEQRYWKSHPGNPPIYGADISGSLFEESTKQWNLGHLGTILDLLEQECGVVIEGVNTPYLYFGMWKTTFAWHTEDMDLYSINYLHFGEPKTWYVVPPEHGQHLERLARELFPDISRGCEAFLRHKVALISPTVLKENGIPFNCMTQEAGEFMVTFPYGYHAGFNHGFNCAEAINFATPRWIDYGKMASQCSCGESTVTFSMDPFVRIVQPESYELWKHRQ
Active calls of the source: *; ? = inconclusive; · = not tested or not shown; [ ] = remark or other dose. Unless noted, the call rests on the fitted dose curve; in most records, active means well fitted curve in the direction sought with a large enough effect; inconclusive means small, poorly fitted or top-dose-only effect, or another doubt; inactive means no such curve, though single readings can be large; an effect the other way counts as inactive or inconclusive. Potency means the concentration at half of the fitted maximal effect.

SMILES	ALDH1A1 inh	SMN2 splice enh	Tau ThT inhib	Tau fluor cs	HttQ103 aggreg	HTT cytoprotect	Tau fibril FP	KDM4E inh
COC(=O)c1sccc1NC(=O)c1cc(-c2ccc(C)cc2)nc2ccccc12	5%	-20%	-14%	-14%	10%	-4%	-4%	6%
COc1cc(C2=NOC(C(=O)NCc3ccc(F)cc3)C2)cc(OC)c1OC (stereo not given)	32µM*	-56%[inhibitor]	-4%	-6%	8%	-78%[inhibitor][10 µM]	-7%	-1%
COCCNC(=S)N(CCc1c(C)[nH]c2ccc(C)cc12)Cc1ccco1	-13%	-5%	?	?	-16%	21%[10 µM]	21%	9%
O=C(CSc1nnc(Nc2ccccc2)s1)Nc1cccnc1Cl	-2%	6%	-18%	-22%	-12%	6%[10 µM]	4%	-3%
S=C(NCc1ccco1)Nc1ccc(Cl)cc1Cl	-1%	-24%	-3%	-2%	-4%	10%[10 µM]	-1%	0%
O=c1cc(-c2ccccc2)nc2nc(-c3ccccc3)[nH]n12	2%	18µM*	7%	-5%	5%	-16%[10 µM]	?	-3%
O=[N+]([O-])c1ccc(Cl)c(/C=N/NC(=S)Nc2ccccc2)c1	12%	4%	-4%	-9%	6%	-20%	-1%	-3%
Cc1nc2ccc(NC(=O)c3sccc3C)cc2s1	-8%	11µM*	?	-13%	15%	-29%	-16%	-2%
CCOC(=O)CN1C(=O)NC(C)(c2ccc(OC(F)F)cc2)C1=O (stereo not given)	4%	4%	1%	-4%	-4%	29%[1.9 µM]	1%	2%
N#Cc1cccc(Cn2nnc(-c3ccccc3)n2)c1	?	27%	-6%	-12%	-5%	-3%	-1%	7%
COc1cccc(NC(=O)C2CCCN(S(=O)(=O)c3ccc(-n4cnnn4)cc3)C2)c1 (stereo not given)	?	6%	-8%	-10%	3%	-19%	-6%	4%
CCCCn1c(=O)cc(N2CCOCC2)[nH]c1=O	0%	2%	-3%	4%	-19%	7%	-3%	4%
COc1ccc(C2=CC(c3ccccc3Cl)n3nc(-c4ccc(C)cc4)nc3N2)cc1 (stereo not given)	·	-8%	-3%	-13%	·	·	?	·
Cc1cccc(OCCCC(=O)Nc2ccc(Br)cc2)c1	1%	14%	1%	-17%	11%	14%[10 µM]	-7%	0%
CCC1(CC)Cc2ccccc2C(CC(=O)N2CCOCC2)=N1	?	-9%	?	-12%	-8%	25%	5%	11%
COc1ccc(C(=O)N/N=C/c2ccc(OC)c(CSc3ccccn3)c2)cc1	?	-11%	?	?	3%	20%[10 µM]	?	?
O=C(CN1c2ccccc2Sc2ccccc21)NNC(=O)Nc1cccc(Cl)c1	·	·	-4%	8.9µM*[quencher]	1%[9.22 µM]	27%[10 µM]	?	-7%
CCOC(=O)c1ccccc1NC(=O)Cn1c(=O)n(CCC(=O)N2CCc3ccccc3C2)c(=O)c2ccccc21	·	-5%	-2%	-8%	·	·	-5%	·
COc1ccc(CCN=C(C)C2=C(O)C(c3ccccc3)OC2=O)cc1OC (stereo not given)	?	-4%	-6%	-8%	1%	-30%[inhibitor]	-4%	3%
COc1ccc(-n2c(C)cc(C(=O)COC(=O)c3cc(NC(=O)c4cccs4)c(OC)c(OC)c3)c2C)cc1	?	-2%	-3%	-11%	8%	5%[10 µM]	3%	?
O=C(NC1CCCCCC1)c1cccc(N2CCCC2=O)c1	-16%	7.1µM*	-13%	-1%	-13%	-29%[10 µM]	0%	-1%
CCN(CC)S(=O)(=O)c1ccc2c(c1)c(=O)c(C(=O)N1CCN(c3ccc(OC)cc3)CC1)cn2C	·	1%	-3%	-5%	·	·	4%	·
O=C(CSc1ncccn1)N1CCN(Cc2ccccc2)CC1	28µM*	-39%[inhibitor]	-9%	-4%	-10%	13%[1.9 µM]	-12%	6%
C=CCN1C(=O)C(O)(CC(=O)c2ccc(-n3cccc3)cc2)c2ccccc21 (stereo not given)	0.5µM*	23%	-13%	-10%	?	-14%[0.074 µM]	3%	-27%
CCOc1ccc(NC(=O)c2ccc(NC(=O)COC(=O)Cc3ccc(OC)cc3)cc2)cc1	-2%	11µM*	-10%	8%	18%[9.22 µM]	-77%[inhibitor]	-7%	10%

Three entries from above, arranged by number of heavy atoms, smallest number first:
SMILES	ALDH1A1 inh	SMN2 splice enh	Tau ThT inhib	Tau fluor cs	HttQ103 aggreg	HTT cytoprotect	Tau fibril FP	KDM4E inh
CCCCn1c(=O)cc(N2CCOCC2)[nH]c1=O	0%	2%	-3%	4%	-19%	7%	-3%	4%
Cc1nc2ccc(NC(=O)c3sccc3C)cc2s1	-8%	11µM*	?	-13%	15%	-29%	-16%	-2%
COc1ccc(C(=O)N/N=C/c2ccc(OC)c(CSc3ccccn3)c2)cc1	?	-11%	?	?	3%	20%[10 µM]	?	?

Other entries.
SMILES	ALDH1A1 inh	SMN2 splice enh	Tau ThT inhib	Tau fluor cs	HttQ103 aggreg	HTT cytoprotect	Tau fibril FP	KDM4E inh
S=C(Nc1ccccc1)Nc1nc2ccccc2n1CCOc1ccccc1	?	-5%	-4%	-28%	?	-117%[inhibitor]	4%	-7%
CC(C)Cn1c(-c2cccs2)nc2ccccc21	?	5%	-17%	-15%	-14%	-7%	-4%	?
CCN1C2=NCCCN2c2ccccc21	12%	0%	-1%	-4%	7%	10%[10 µM]	-8%	0%
COCC(C)NC(=O)CSc1nc2ccccc2n1CCc1ccccc1 (stereo not given)	?	·	-16%	-8%	?	-33%[10 µM]	6%	-13%
CC(C)(C)c1cc(OC(=O)c2ccccc2F)ccc1O	-1%	·	-3%	?	17%[9.22 µM]	-6%[10 µM]	5%	0%
COc1ccc(-c2cc(-c3cccs3)nc(OC)c2C#N)cc1OC	?	-12%	?	?	-15%	3%[10 µM]	?	?
O=C(CNC(=O)c1cccc(F)c1)N/N=C/c1cc(Br)ccc1OC(=O)/C=C/c1ccco1	?	-95%[inhibitor]	-15%	-30%	8.9µM*	·	-6%	-7%
C=CCn1c(C)cc(C(=O)CSc2ccc(NC(C)=O)cc2)c1C	3%	-51%[inhibitor]	-7%	-13%	5%	-87%[inhibitor]	5%	7%
Cc1nn(CCCC(=O)Nc2ccc(Br)cc2F)c(C)c1[N+](=O)[O-]	-7%	26%	-13%	-14%	-4%	-33%[inhibitor]	4%	-4%
CCOc1ccc(-c2n[nH]c(C)c2Oc2ccccc2OC)c(O)c1	5%	-14%	-5%	?	-6%	-17%	-10%	-29%
Cc1[nH]oc(=O)c1N=Nc1c(Cl)cccc1Cl	-4%	-3%	?	-7%	-4%	·	-7%	2%
O=C(Nc1nnc(-c2ccc(Cl)cc2)o1)Nc1ccccc1Cl	?	15%	-4%	-1%	?	-3%[10 µM]	11%	?
Cc1cc(N2CCN(c3ccccc3F)CC2)n2cnnc2n1	·	-17%	?	-6%	·	·	2%	·
Cc1ccc(CCNC(=O)Cn2ncc3c(=O)oc4ccccc4c32)cc1	·	8%	6%	-4%	·	·	-12%	·
CCOC(=O)C1CCCN(S(=O)(=O)c2cc(OCC(N)=O)c(C)cc2Cl)C1 (stereo not given)	3%	-12%	-5%	-8%	9%	20%	7%	-3%
Cn1c(=O)c2c3c(sc2n2cnnc12)CCC3	-16%	-24%	5%	7%	-2%	10%	4%	-11%
CC1(C)NC(C)(C)/C(=C\c2cccs2)C(=O)C1=O	-3%	·	-8%	2%	-1%[9.22 µM]	25%[10 µM]	11%	-9%
O=C1c2ccccc2C(O)N1Cc1ccc2c(c1)OCO2 (stereo not given)	4%	-8%	-1%	-1%	-5%	-2%	1%	-13%
Cn1c(SCC(=O)NNC(=S)Nc2ccccc2)nnc1-c1ccncc1	·	·	·	-29%	14%[9.22 µM]	-3%[10 µM]	-9%	6%
CCOC(=O)c1ccc(NC(=S)Nc2ccc(C)cc2)cc1	-2%	-6%	-2%	-5%	-12%[9.22 µM]	-17%	0%	-1%
CCC1=C2CC[C@H]3C(=O)N(c4ccccc4)C(=O)[C@H]3[C@H]2[C@@]2(C)C(=O)N(Cc3ccccc3)C(=O)N2C1=O	20µM*	-1%	-7%	2%	·	-22%	7%	-26%
O=C(CNC(=O)c1cccc(OC(F)F)c1)OCn1nnc2ccccc2c1=O	1%	·	-9%	-11%	14%	-10%	-3%	-1%
O=C(c1cc2nc(-c3ccco3)cc(C(F)(F)F)n2n1)N1CCN(Cc2ccccc2)CC1	?	0%	?	-17%	2%	-4%	-5%	?
COc1ccc(-c2onc(C)c2-c2cscn2)c(O)c1	11%	5%	8%	6%	9%	13%	-3%	-4%
COc1ccc(Nc2nc(-c3sc(NC(C)=O)nc3C)cs2)cc1	32µM*	-8%	13µM*	?	-3%[9.22 µM]	-34%	4%	-16%
Carrying on:
SMILES	ALDH1A1 inh	SMN2 splice enh	Tau ThT inhib	Tau fluor cs	HttQ103 aggreg	HTT cytoprotect	Tau fibril FP	KDM4E inh
O=C(COc1ccc(Cl)cc1Cl)NNC(=S)Nc1ccc(F)cc1	?	·	-10%	-14%	5%	-17%	2%	5%
C=CCNC(=O)c1ccc(OC2CCN(S(=O)(=O)N(C)C)CC2)cc1	5%	·	-11%	-17%	1%[9.22 µM]	-2%[10 µM]	-5%	-17%
CCCN1C(=O)C2(SC(NC(C)=O)=NN2C(C)=O)c2cc(C)cc(C)c21 (stereo not given)	·	·	-11%	-10%	4%[9.22 µM]	18%[10 µM]	6%	-1%
CC(C)COC(=O)C(N)C(C(=O)OCC(C)C)c1ccccc1 (stereo not given)	-6%	7%	-2%	-1%	-7%	23%	7%	3%
CCOC(=O)c1cnc2ccc(C)cc2c1Nc1ccc(N2CCOCC2)cc1	1%	-118%[inhibitor]	28µM*	?	?	0%[10 µM]	?	-5%
Cc1sc2nc(CN3CCOCC3)[nH]c(=O)c2c1-c1ccccc1	-19%	8%	-6%	-8%	11%	·	-3%	-11%
O=C(/C=C/c1cccs1)Nc1ccc(N2CCOCC2)c(S(=O)(=O)Nc2cc(Cl)ccc2Cl)c1	?	-10%	5%	?	?	·	?	?

From PubChem

The list is partial; rates above refer to the full screens.
